# Screening results deposited in PubChem by National Center for Advancing Translational Sciences (NCATS).
# ALOX12 inh: ALOX12 (human) lipoxygenase inhibition; hit rate 1.1% among 580,000; purified 12hLO, xylenol orange hydroperoxide absorbance; AID 1671190; Potency, µM (series often up to 108 µM), inactives show top-dose activity change, negative = inhibition, usual class: inhibitors; note: potency is the fitted concentration of half-maximal effect; % is set by controls: 0 for no effect and ±100 for the full control effect
#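 Hydroperoxide product was detected by ferrous iron/xylenol orange as the 573 to 405 nm absorbance ratio. Arachidonic acid at 40 uM (final) was turned over for 30 min at room temperature by 150 nM human 12hLO, pH 7.0 Hepes buffer, after 15 min compound preincubation.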
# Pol kappa inh: DNA polymerase kappa (human) inhibition; hit rate 0.53% among 400,000; Q9UBT6; Potency, µM (titrated, usually from 107 µM), for the others: top-dose activity, negative = inhibition, actives largely listed as inhibitors; purified Pol kappa, fluorescent DNA synthesis assay, 10 min; note: potency is the fitted concentration of half-maximal effect; % is set by controls: 0 for no effect and ±100 for the full control effect
#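 Readout: fluorescence, taken kinetically at 0 and 10 min. Conditions: 10 nM Pol kappa, 15 min RT compound preincubation, 50 nM substrate final. Controls: enzyme-free buffer wells.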
# APEX1 inh: blocks human APE1 abasic DNA cleavage. P27695. recombinant APE1, TAMRA/BHQ-2 abasic DNA cleavage fluorescence. Potency, µM (series often up to 65.8 µM), inactives show top-dose activity change, negative = inhibition, hits mostly inhibitors. hit rate 0.35% among 350,000. AID 2517;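 note: potency is the fitted concentration of half-maximal effect; plate controls were vehicle for no effect and reference inhibitor for full effect; nearly all actives have a fitted effect of over 55% in size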
# Target sequence (P27695 whole entry, looked up): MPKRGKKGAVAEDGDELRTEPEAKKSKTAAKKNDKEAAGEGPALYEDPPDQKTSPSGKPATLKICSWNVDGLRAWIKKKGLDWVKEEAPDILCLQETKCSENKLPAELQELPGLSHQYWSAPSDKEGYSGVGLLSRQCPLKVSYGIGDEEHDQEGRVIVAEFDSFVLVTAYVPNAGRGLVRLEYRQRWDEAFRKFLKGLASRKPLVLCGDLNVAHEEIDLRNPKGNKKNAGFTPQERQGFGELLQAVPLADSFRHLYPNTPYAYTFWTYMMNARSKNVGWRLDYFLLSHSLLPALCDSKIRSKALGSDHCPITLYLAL
#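 APE1 at 0.75 nM final was preincubated with compound 15 min at room temperature, then 50 nM double-stranded THF abasic-site substrate (5'-TAMRA/3'-BHQ-2) was added. Fluorescence (ex 525/em 598 nm) was read kinetically; third-minus-first read gave activity.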
# ERG-DNA inh: blocks human ERG Ets domain binding to DNA | Potency, µM (doses to about 76.9 µM), without a hit: top-dose FP activity, negative = inhibition, most hits filed as inhibitors | AID 624246 | hit rate 0.028% among 370,000 | fluorescence polarization, His-ERG Ets domain / labelled DNA; active = well fitted inhibition curve with a large enough effect in the polarisation, with a control signal flat; inconclusive = small, poorly fitted or top-dose-only effect, or effect the other way, or a change in a side signal; inactive = no such curve, though single readings can be large or run the other way; the % refers to the polarisation;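 note: polarization taken with two DNA probes labelled with fluorescein and Texas red; potency is the fitted concentration of half-maximal effect; % of control where 0% means no effect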
#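 His-tagged ERG Ets domain (1 uM in the protein solution; 300mM KCl, 50mM Tris-HCl, 1mM EDTA, 1mM DTT, pH 7.5) received compound, then a probe mix of 5 nM fluorescein-DNA and 100nM Texas-615-DNA. Fluorescence polarization was read for both dyes.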
# POLH inh: blocks human DNA polymerase eta activity | Q9Y253 | Potency, µM (titrated, usually from 114 µM), without a hit: at the highest dose activity change, negative = inhibition, actives largely listed as inhibitors | recombinant Pol eta, fluorescent DNA replication assay | AID 588591 | hit rate 1.2% among 390,000; note: potency is the fitted concentration of half-maximal effect; % is set by controls: 0 for no effect and ±100 for the full control effect
# Target sequence (Q9Y253 whole entry, looked up): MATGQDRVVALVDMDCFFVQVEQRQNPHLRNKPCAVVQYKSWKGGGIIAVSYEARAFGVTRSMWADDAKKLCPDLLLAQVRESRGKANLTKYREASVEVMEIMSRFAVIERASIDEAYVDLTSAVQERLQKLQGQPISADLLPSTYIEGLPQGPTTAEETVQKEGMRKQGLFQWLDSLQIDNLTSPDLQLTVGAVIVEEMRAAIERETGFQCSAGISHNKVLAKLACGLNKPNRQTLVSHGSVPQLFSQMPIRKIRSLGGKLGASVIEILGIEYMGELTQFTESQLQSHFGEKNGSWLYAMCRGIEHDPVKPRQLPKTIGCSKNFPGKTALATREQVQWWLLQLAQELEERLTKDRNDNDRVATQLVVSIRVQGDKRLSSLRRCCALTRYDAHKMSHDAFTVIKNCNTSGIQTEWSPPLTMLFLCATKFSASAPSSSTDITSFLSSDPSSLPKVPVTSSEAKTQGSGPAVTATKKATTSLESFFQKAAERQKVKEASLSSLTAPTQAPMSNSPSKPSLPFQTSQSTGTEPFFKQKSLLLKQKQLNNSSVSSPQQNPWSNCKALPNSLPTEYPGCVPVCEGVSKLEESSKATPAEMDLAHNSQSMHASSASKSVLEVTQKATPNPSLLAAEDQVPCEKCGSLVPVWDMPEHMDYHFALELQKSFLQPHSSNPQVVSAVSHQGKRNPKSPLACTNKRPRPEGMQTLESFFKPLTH
#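 Pol eta at 10 nM preincubated with compounds 15 min at room temperature; reaction started with fluorescent substrate (50 nM final) and read kinetically at 0 and 10 min.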
# LDHA block: inhibitors of human lactate dehydrogenase A; purified LDHA, NADH/diaphorase-resazurin fluorescence; hits give low values; hit rate 0.15% among 480,000; activity change, % (values are at about 110 or 230 µM); AID 1347041; in the data active = activity change below about -30%; inconclusive = mostly about -25% to -30%;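 note: plate controls were DMSO wells for no effect and wells without enzyme for full effect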
#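 Human LDH5 (2 nM) was incubated with 0.06 mM NADH and 0.2 mM pyruvate for 5 min at room temperature in Tris pH 7.4. Remaining NADH was coupled through diaphorase/resazurin, and resorufin fluorescence was read at 0 and 20 min.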
# Apoferritin bind: binds horse apoferritin like a general anesthetic; Potency, µM (highest dose often 77.5 µM), for the others: at the highest dose activity change, negative = displacement, usual class: inhibitors; AID 485281; hit rate 0.074% among 350,000; P02791; apoferritin/1-aminoanthracene competitive binding, fluorescence; note: potency is the fitted concentration of half-maximal effect; % is set by controls: 0 for no effect and ±100 for the full control effect; nearly all actives have a fitted effect of over 20% in size
#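 10 uM apoferritin + 50% sat. 1-AMA, PBS; cpd 10 min RT; Ex380/Em535 endpoint; normalized to free probe vs complex; 4-param Hill fit; propofol titration as pos. ctrl.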
# POLB inh: inhibitors of human DNA polymerase beta; AID 485314; P06746; Potency, µM (titrated, usually from 114 µM), for the others: top-dose activity change, negative = inhibition, hits mostly inhibitors; Pol beta primer extension/strand displacement, fluorescence kinetic; hit rate 1.3% among 340,000; note: potency is the fitted concentration of half-maximal effect; % is set by controls: 0 for no effect and ±100 for the full control effect
#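 Values derive from four-parameter Hill fits of normalized kinetic data: reads at 0 and 10 min following addition of 50 nM substrate to 10 nM Pol beta preincubated 15 min with compound.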
# RGS4 inhibitor: inhibitors of human regulator of G protein signaling 4 | P49798 | Transcreener GDP fluorescence polarization, RGS4-accelerated GTP hydrolysis | Potency, µM (top dose mostly 114 µM), without a hit: top-dose activity change, negative = inhibition, usual class: inhibitors | hit rate 0.039% among 390,000; note: potency is the fitted concentration of half-maximal effect; % is set by controls: 0 for no effect and ±100 for the full control effect; nearly all actives have a fitted effect of over 75% in size; some results filed as inactive show a strong effect at the top dose
#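 MLSMR compounds (23 nl, pin-transferred) preincubated 10 min at room temperature with a 500nM (2x) first reagent, then RGS4 at 900nM (2x) plus Transcreener GDP mix added; fluorescence polarization (620/688 nm) read before and after 90 min at 30 °C.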
# Starred values were filed as active, the others as inactive; u = inconclusive; x = not tested or not shown; & = joins results of further samples; [ ] = remark or other dose. Unless noted, calls come from the whole dose curve; as a rule, active = well fitted curve in the direction sought with a large enough effect; inconclusive = small, poorly fitted or top-dose-only effect, or another doubt; inactive = no such curve, though single readings can be large; an effect the other way counts as inactive or inconclusive.
SMILES,Pol kappa inh,ERG-DNA inh,RGS4 inhibitor,LDHA block,APEX1 inh,Apoferritin bind,POLH inh,ALOX12 inh,POLB inh
CNc1c(NS(=O)(=O)c2ccc(CC(C)C)cc2)c(=O)oc2ccccc12,1%,8%,-33%,5&-16,-5%,1%,-9%,-23%&-2%,62%
Cc1c(C(C)CCCO)oc(=O)c2c1Oc1c(C)c(C(C)C[C@H](C)O)oc(=O)c1C2 (some centres undefined),-21%,-7%,16%,-4,-26%,x,-7%,-10%,x
COc1cc2c(C(=O)NCCCOC(C)C)cn(CC(C)C)c(=O)c2cc1OC,3%,-17%,7%,-5,11%,-8%,13%,u,63%[activator]
O=C(/C=C/c1ccccc1)C1=C(O)C(=O)N(CCO)C1c1ccccc1[N+](=O)[O-] (centres undefined),-10%,-10%,4%,10,-9%,-19%,10%,u,11%
CCCCCCC1CC(CC(=O)Nc2ccc([N+](=O)[O-])cc2)C(=O)O1 (centres undefined),-23%,-4%,21%,0,1%,u,-9%,-3%,7%
CCCCN(CC)CCCNC(=O)CN1C(=O)CSc2ccc(S(=O)(=O)N3CCOCC3)cc21,-7%,21%&2%,8%[56.9 µM],-9&-2,-8%,-2%&-3%,-15%&-23%,-10%&-18%,29%&1%
COc1cc2c(cc1OC)C(c1cccc([N+](=O)[O-])c1)N(C(=O)CCC(=O)O)CC2 (centres undefined),-6%,-9%,15%,-3,17%,-6%,-5%,u,16%
COc1ccc(NC(=S)N2CCN(CCN3C(=O)c4cccc5cccc(c45)C3=O)CC2)cc1,0%,17%,-21%,-2,0%,-1%,2%,35%[activator],4%
COc1cccc(C=Nc2ccc3c(c2)OCCO3)c1O,-21%,-15%,-22%,4,0%,-2%,-8%,x,23%
COc1ccccc1NC(=O)c1ccc(-c2nc(COc3ccc(C)cc3)c(C)o2)cc1,-8%,0%,1%,-8,x,-20%,-13%,-19%,u
COc1cccc(-n2cc(C(=O)NC(C)C)c3ccccc3c2=O)c1,-2%,-10%,8%,-12,1%,7%,-4%,-3%,17%
CC(=O)Nc1ccc(S(=O)(=O)NCCC(=O)NCC2COc3ccccc3O2)cc1 (centres undefined),-8%,16%,-3%,0,23%,-2%,-7%,u,5%
COC(=O)C1SCC2C(=O)N(Cc3cccc(C)c3)CC(=O)N21 (centres undefined),3%,-7%,-24%,-2,-1%,0%,-10%,-1%,-24%
O=C(NCc1ccccc1)C(=O)Nc1nc(C23CC4CC(CC(C4)C2)C3)cs1,-20%,-11%,14%,-1,4%,-4%,-2%,-13%,-8%
O=C(Nc1ccc(F)cc1F)Nc1sccc1-c1nc2ccccc2s1,-8%,6%,-27%,0,0%,-12%,-24%,0%,-29%
O=C1CC(c2cc([N+](=O)[O-])ccc2Cl)c2c(ccc3ccccc23)N1 (centres undefined),9%,2%,-6%,0,0%,2%,-26%,0%,-4%
CC/C(=N/NS(=O)(=O)c1ccc(Cl)cc1)c1ccc(O)cc1,2%,-6%,-15%,-1,-5%,-9%,-12%,-16%,7%
CCC(C)[C@H](NC(=O)NCc1cccnc1)C(=O)OC (some centres undefined),11%,0%,-15%,-2,-1%,0%,-19%,6%,-1%
O=C(CSc1nc(-c2ccccc2)nc2ccc(F)cc12)Nc1ccc(C(=O)O)cc1,-14%,5%,u,-15,-9%,-2%,u,4%,-10%
O=C1NC(=O)C(CC(=O)N(Cc2ccco2)C2(C(=O)NC3CCCC3)CCCCC2)N1 (centres undefined),-11%,2%,-1%,-1,0%,-9%,-11%,-8%,22%
O=[N+]([O-])c1c(NCCCO)cc(N2CCN(Cc3ccc4c(c3)OCO4)CC2)c2nonc12,-5%,-4%,-3%,-4,-6%,5%,u,u,9%
Cc1ccc(S(=O)(=O)N(C)c2ccccc2C(=O)N2CCCC2)cc1,4%,-17%,20%,-13,3%,-6%,-2%,u,6%
CCOc1ccc(S(=O)(=O)n2nc(C)c(S(=O)(=O)N3CCOCC3)c2C)cc1,-10%,-8%,8%,-2,-14%,4%,-1%,-1%,40%
CCN(C(=O)c1cc2c(=O)n3cccc(C)c3nc2s1)C1CCCCC1,3%,12%,14%,-6,44%,1%,-19%,-44%,3%

# Next part (3 carried over from the part before).
SMILES,Pol kappa inh,ERG-DNA inh,RGS4 inhibitor,LDHA block,APEX1 inh,Apoferritin bind,POLH inh,ALOX12 inh,POLB inh
Cc1ccc(S(=O)(=O)N(C)c2ccccc2C(=O)N2CCCC2)cc1,4%,-17%,20%,-13,3%,-6%,-2%,u,6%
CCOc1ccc(S(=O)(=O)n2nc(C)c(S(=O)(=O)N3CCOCC3)c2C)cc1,-10%,-8%,8%,-2,-14%,4%,-1%,-1%,40%
CCN(C(=O)c1cc2c(=O)n3cccc(C)c3nc2s1)C1CCCCC1,3%,12%,14%,-6,44%,1%,-19%,-44%,3%
NC(=O)CCC(C(=O)O)N1C(=O)c2ccc(O)cc2C1=O (centres undefined),3%,-2%,-20%,-5,0%,35%[activator],-13%,-7%,49%
O=C(CNC(=O)C1CC1)Nc1ccc(F)c(F)c1F,5%,6%,1%,-2,37%,x,-20%,11%,x
Cc1ccc(-c2c(C#N)c(N)nc3c2CCCCC3)o1,-8%,-10%,-41%,7,3%,3%,-12%,u,-1%
COC(=O)c1ccc(OCC2NCCc3cc(OC)c(OC)cc32)cc1 (centres undefined),6%,-12%,-3%,0,u,-2%,2%,x,29%
CCc1nonc1NC(=O)c1oc2ccc(C)cc2c1C,4%&5%,-1%&-1%,29%&0%,-10&-1,53%,0%&-8%,4%&-18%,5%&-8%,12%&24%
O=C(CC1(O)C(=O)Nc2ccccc21)c1cccc(Br)c1 (centres undefined),-10%,-3%,-9%,-11,3%,-14%,-9%,u,-1%
CN(Cc1ccccc1)CC1C2CCC(C2)C1O (centres undefined),-9%,-2%,8%,-7,x,x,1%,u,x
COCCOC(=O)CC1=NC(=O)CS1,-1%,-2%,-8%,-3,-3%,-13%,-16%,78%[activator],20%
CCOc1ccccc1C(=O)Nc1cc(-c2ccc(C)cc2)no1,12%,17%,-18%,-1,x,-7%,2%,-15%,46%
O=C(Nc1ccccc1)Nc1cccc(-c2cn3cccnc3n2)c1,-12%,2%,7%,-8,-5%,-1%,0%,2%,u
O=C(COc1ccccc1C(=O)N/N=C\c1ccc(O)c(O)c1)N/N=C/c1ccc(O)c(O)c1,0.71µM*,-7%,-20%,11,2.8µM*,-21%,-98%,x,0.28µM*
CC(C)CC(c1nnnn1Cc1ccco1)N1CCN(C2CCCC2)CC1 (centres undefined),-2%,2%,7%,1,-2%,-7%,-14%,u,10%
O=C1CCCC(=O)N1c1ccc(N2CCOCC2)c([N+](=O)[O-])c1,8%,1%,-8%,-6,-1%,-3%,-2%,5%,24%
COc1cccc(CC(=O)Nc2nc(-c3cccnc3)cs2)c1,-14%,5%,1%,-3,-4%,3%,-10%,-6%,2%
C/C(=N\NC(=O)COc1ccccc1-c1ccccc1)c1ccc(O)cc1O,-3%,2%,-18%,-3,u,-15%,-22%,7%,-2%
CCC(C)(C)n1nnnc1C(c1cccs1)N1CCN(c2nc3ccccc3s2)CC1 (centres undefined),-1%,x,22%,-15,14%,-11%,-1%,u,18%
COc1ccc(-c2ccc(C#N)c(SCC(=O)OCc3ccccc3)n2)cc1OC,-18%,4%,-2%,-3,-8%,216%[activator],0%,-39%,5%
Fc1ccc(Nc2nc(Nc3ccc(F)cc3)nc(N3CCOCC3)n2)cc1,-14%,-8%,28%,-1,x,-2%,-6%,-13%,-1%
CN(C)c1ccc(C(CNC(=O)c2cccs2)N(C)C)cc1 (centres undefined),-15%,-4%,8%,1,-7%,-3%,-5%,6%,-11%
COC(=O)CSc1nnc(Cc2ccccc2)n1-c1ccc(C)cc1,-5%,-13%,0%,-6,17%,-5%,-14%,-2%,14%
CCCNC(=O)COc1ncnc2sccc12,-13%,11%,24%,-9,-2%,-8%,1%,0%,3%
O=C(NCc1ccc(F)cc1)c1cc2n(n1)C(C(F)(F)F)CC(C1CC1)N2 (centres undefined),5%,18%,16%,-4,0%,-1%,-23%,-3%,6%
CCc1ccc(C2CC(=O)Nc3c2c(=O)n(C)c2ncnn32)cc1 (centres undefined),0%,-4%,-5%,4,x,-8%,-11%,u,1%
COc1ccc(CN2CC34C=CC(O3)C(C(=O)O)C4C2=O)cc1 (centres undefined),4%,13%,4%,-3,-3%,3%,-8%,197%[activator],37%
CCN(CC(=O)Nc1cccc(C#N)c1)CC(=O)Nc1cccc(OC)c1,-3%,-1%,-33%,-1,-5%,-12%,-10%,2%,4%
Cc1ccc(C(=O)NCC(=O)OCC(=O)NC(C)C2CC3CCC2C3)cc1 (centres undefined),-13%,2%,2%,-7,5%,x,-9%,-15%,x
O=C(NCc1ccc(Cl)cc1)NCc1noc2ccccc12,-8%,2%,8%,1,x,-5%,-17%,3%,-10%

# This is a subset; rates above refer to the full screens.
